# Assay outcomes: PubChem BioAssay, National Center for Advancing Translational Sciences (NCATS)
# Menin MLL FP TR: menin-MLL binding inhibition, Texas Red mutant peptide; O00255; Menin + Texas Red MLL mutant peptide, fluorescence polarization; Potency, µM (titrated, usually from 61.6 µM), inactives show top-dose FP activity change, negative = inhibition, usual class: inhibitors; hit rate 0.23% among 270,000; AID 1768; active = well fitted inhibition curve with a large enough effect in the polarisation, with a control signal flat, not every such curve was filed as active; inconclusive = small, poorly fitted or top-dose-only effect, or effect the other way, or a change in a side signal; inactive = no such curve, though single readings can be large or run the other way; the % refers to the polarisation; note: % of control where 0% means no effect; many of its hits are not listed in these tables
# Target sequence (O00255 whole entry, looked up): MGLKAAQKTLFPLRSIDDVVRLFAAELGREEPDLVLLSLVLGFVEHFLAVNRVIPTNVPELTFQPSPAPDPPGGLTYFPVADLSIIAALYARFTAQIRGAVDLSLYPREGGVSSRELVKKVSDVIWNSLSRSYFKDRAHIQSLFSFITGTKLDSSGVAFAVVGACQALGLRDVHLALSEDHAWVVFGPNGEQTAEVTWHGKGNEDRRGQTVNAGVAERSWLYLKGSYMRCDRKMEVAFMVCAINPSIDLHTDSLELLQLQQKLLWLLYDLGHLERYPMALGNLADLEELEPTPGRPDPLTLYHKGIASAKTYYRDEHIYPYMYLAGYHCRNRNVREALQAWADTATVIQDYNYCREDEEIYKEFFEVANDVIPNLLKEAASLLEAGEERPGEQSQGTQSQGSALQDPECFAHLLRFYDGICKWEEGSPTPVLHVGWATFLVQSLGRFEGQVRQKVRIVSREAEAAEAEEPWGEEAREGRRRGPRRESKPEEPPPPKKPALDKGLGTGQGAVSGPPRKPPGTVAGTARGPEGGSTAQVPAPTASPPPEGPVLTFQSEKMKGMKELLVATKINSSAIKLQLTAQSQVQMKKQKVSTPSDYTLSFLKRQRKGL
# * marks the source's active call; other numbers are inactive results; ? = inconclusive; & = joins results of further samples; [ ] = another dose, or the depositor's remark. Potency is the fitted concentration of half-maximal effect. The list is partial; rates above refer to the full screens.
SMILES,Menin MLL FP TR
CO[C@H]1COC(=O)C/C=C\[C@H](C)[C@@H](OC)COC(=O)[C@@H](C)COC(=O)C/C=C\[C@@H]1C,-7.4%[11.7 µM]
CN(C)CCC1(c2ccc(Cl)cc2)Cc2ccccc2C(=O)O1 (stereo not drawn),-7.6%&4.9%
CCCCC[C@H](O)/C=C/C=C\C/C=C\CCCCCCC(=O)O,2.6%
Nc1nc(=S)c2ncn([C@H]3O[C@@H](CO)[C@@H](O)[C@@H]3O)c2[nH]1,1.3%[24.8 µM]
Cn1c(=O)c(-c2ccc(Cl)cc2)nc2cnc(OCc3ccccc3)nc21,2.6%
Cc1noc(C)c1-c1nc(NC2CC2)c2ccccc2n1,-0.5%
CCCCCCC/C=C/C1=CC2(C)CC1(C)C(CCCCCCC)CC2=O (stereo not drawn),0.3%[11.7 µM]
COC(=O)C/C=C\[C@@H](C)[C@@H](/C=N\OCC[C@@H]1C=C[C@H](OC(C)=O)[C@H](COC(C)=O)O1)OC,2.6%[11.7 µM]
Cn1cccc1C(=O)N1CCC2(CCN(Cc3ccncc3)CC2)CC1,3.7%
COc1ccc2c(c1)C(c1ccc3c(c1)OCO3)CC(=O)O2 (stereo not drawn),28.5%[94.6 µM]
C=C[C@H]1CCC=C2C(=O)CCC[C@@H]21,-16.5%
Cn1cccc1C(=O)N1CCC2(CC1)CCN(c1cccc(-c3ccccc3)c1)CC2,-1.4%
O=C(Oc1ccccc1)N1CCC2(CC1)CN(c1ncccn1)C2,-14.0%
COc1ccccc1-c1oc2ccccc2c(=O)c1OC,-1.4%[24.8 µM]
Cc1nc(Nc2ccccc2)c2nc(-c3ccccc3)n(CCCN3CCCCC3C)c2n1 (stereo not drawn),-3.2%
COC(=O)N[C@@H](/C=C/c1ccccc1)[C@@H](C)[N+](=O)[O-],-8.2%
COc1ncc2nc(-c3cc(F)cc(F)c3)c(=O)n(C)c2n1,12.4%
O=C(c1cccc(F)c1)N1CCC[C@@]2(CCN(Cc3ccncc3)C2)C1,-3.9%
C=C[C@@]1(C)CC(=O)[C@@]2(O)[C@@]3(C)[C@@H](O)CCC(C)(C)[C@@H]3[C@H](OC(=O)CCN(C)C)[C@H](OC(C)=O)[C@@]2(C)O1,10.9%[24.8 µM]
CC(=O)N1CCC2(CC1)CN(c1ccncc1)C2,-3.0%
COc1cccc(Nc2ncc3nc(-c4ccc(F)cc4)c(=O)n(CCC#N)c3n2)c1,?
COc1cccc(Cn2c(=O)c(-c3cccs3)nc3cnc(OC)nc32)c1,2.1%
COc1cc2c3cc1Oc1c(OC)c(OC)cc4c1[C@@H](Cc1ccc(OC(=O)c5ccc([N+](=O)[O-])cc5)c(c1)Oc1ccc(cc1)C[C@@H]3N(C)CC2)N(C)CC4,-22.6%&-9.8%
Cn1c(=O)c(-c2ccccc2)nc2cnc(N3CCNCC3)nc21,-6.6%
CC(=O)Nc1ccc(SCC(CC(C)C)N2CCN(CCc3ccccc3)CCC2=O)cc1 (stereo not drawn),0.8%
CC(C)=CCC/C(C)=C/CO/N=C1/C[C@@H](O)[C@@H](O)[C@@H]2[C@@H]3C(=O)N(C4CCCCC4)C(=O)[C@H]3CC[C@@H]12,-12.7%[11.7 µM]
O=C(NCCOc1ccccc1)O[C@@H]1C(=O)c2cc(Br)ccc2O[C@H]1c1ccc2c(c1)OCO2,-5.3%
COC(=O)C1(C(C)=O)CC2=CC[C@@H]3C(=O)N(c4ccccc4)C(=O)[C@@H]3[C@@H]2Cc2ccccc2[C@@H]1C[N+](=O)[O-] (stereo partly drawn),7.6%
COc1ccc(-c2oc3cc(OC)ccc3c2C(=O)c2ccc(C#N)cc2)cc1,8.1%
COc1ccccc1-c1cncnc1-n1ccnc1,-1.3%
Cc1cnc(CNc2ncncc2-c2ccc3c(c2)OCO3)cn1,-18.2%
CC[C@H](C)[C@H](N)C(=O)N[C@H](C(=O)N[C@@H](CO)C(=O)N[C@@H](C)C(=O)N[C@H](C(=O)N[C@H](C(=O)NCC(=O)N[C@H](C(=O)N[C@@H](CC(C)C)C(=O)O)[C@@H](C)CC)C(C)C)C(C)C)[C@@H](C)CC,15.6%
CCNc1ncc2nc(C)c(=O)n(C)c2n1,-16.2%
C=C(C(C)=O)C(O)c1cccc(OC)c1 (stereo not drawn),3.8%
CCCN1CCC(=O)N(C(CSc2ccc(Br)cc2)Cc2ccccc2)CC1 (stereo not drawn),-1.0%
C/C=C\C1=CCCC1Nc1ncnc2ccc(-c3c(C)noc3C)cc12 (stereo not drawn),10.0%
COc1ccc(C(=O)N2CCC3(CCCN(c4ccccn4)C3)CC2)cc1,-19.2%
CCCCC/C=C\C\C=C/C=C/C=C/[C@@H](SCC(NC(=O)CCC(N)C(=O)O)C(=O)NCC(=O)O)[C@@H](O)CCCC(=O)O (stereo partly drawn),2.4%
COc1cc(OC)c2ccc(=O)oc2c1C(CC(=O)N1CCCCC1)c1ccc2c(c1)OCO2 (stereo not drawn),19.9%
O=C(c1csnn1)N1CCC[C@@]2(CCN(c3ccncc3)C2)C1,-9.2%
CCNc1ncc2nc(CCc3ccccc3)c(=O)n(Cc3cccc(OC)c3)c2n1,26.6%
COc1ncc2nc(-c3ccccc3)c(=O)n(C)c2n1,-14.9%
COC(=O)[C@@]1(Cc2ccccc2)[C@H]2c3cc(C(=O)N(C)C)n(CCF)c3C[C@H]2CN1C(=O)c1ccccc1,-7.4%
C=C1C2CC[C@]3(CCC4[C@@]5(C)CCC[C@@]4(CN(CCO)C5)[C@@H]3C2)[C@@H]1O (stereo partly drawn),9.4%
CCNc1ncc2nc(-c3ccc(Cl)cc3)c(=O)n(CCC#N)c2n1,1.2%

# Gathered by group, the compounds so far with a Cl atom (three)
SMILES,Menin MLL FP TR
CN(C)CCC1(c2ccc(Cl)cc2)Cc2ccccc2C(=O)O1 (stereo not drawn),-7.6%&4.9%
Cn1c(=O)c(-c2ccc(Cl)cc2)nc2cnc(OCc3ccccc3)nc21,2.6%
CCNc1ncc2nc(-c3ccc(Cl)cc3)c(=O)n(CCC#N)c2n1,1.2%

# Continuation:
SMILES,Menin MLL FP TR
CSCC[C@H](NC(=O)[C@H](CC(C)C)NC(=O)CNC(=O)[C@H](Cc1ccc(O)cc1)NC(=O)[C@H](Cc1ccccc1)NC(=O)[C@H](CCC(N)=O)NC(=O)[C@H](CCC(N)=O)NC(=O)[C@@H]1CCCN1C(=O)[C@H](CCCCN)NC(=O)[C@@H]1CCCN1C(=O)[C@@H](N)CCCN=C(N)N)C(N)=O,-2.4%
COC(=O)Oc1ccccc1C(=O)O,5.8%
N#CCCn1c(=O)c(-c2cc(F)cc(F)c2)nc2cnc(Oc3cccc(Cl)c3)nc21,6.7%
CNc1ncnc2ccc(-c3ccccc3C)cc12,-0.7%
Cc1noc(C)c1-c1ccc2ncnc(NCc3cccn3C)c2c1,8.9%
COc1ccccc1-c1nccc(NC2CCNCC2)n1,-0.7%
COC(=O)N[C@@H](/C=C/c1ccccc1)C[N+](=O)[O-],-3.2%
COC(=O)[C@@H](NC(=O)N1CCc2nc(COc3ccccc3)c3c(c2C1)CO[C@@H](C)C3)C(C)C,-13.7%[11.7 µM]
CN1CCN(c2cc(-c3ccc(N(C)C)cc3)ncn2)CC1,-22.6%
COc1ccccc1CNc1nc(-c2cccc(C#N)c2)nc2ccccc12,30.3%[activator]
O=C(c1cccc(F)c1)N1CCC2(CCCN(Cc3ccncc3)C2)CC1,1.3%
O=C(/C=C/c1ccccc1)c1ccc(O)cc1,53.2%[activator]
COc1ccc(-c2nnc3n2N=C(c2c(OC)cccc2OC)CS3)cc1OC,-27.1%
CC(C)C[C@@H](CC(=O)N[C@@H](CCC(=O)O)CC(=O)O)NC(=O)[C@@H]1CNCC[C@H]1NC(=O)C[C@@H](NC(=O)C[C@H](CO)NC(=O)[C@@H]1CNCC[C@H]1N)C(C)C,2.8%
CC(C)C[C@@H](CC(=O)N[C@@H](CCCN)CC(=O)N[C@@H]1CCCC[C@H]1C(=O)N[C@H](CC(=O)N[C@@H](CCC(=O)O)CC(=O)O)Cc1c[nH]c2ccccc12)NC(=O)[C@@H]1CCCC[C@H]1N,-9.8%
COC(=O)CC1c2ccccc2C(Cc2ccc(OC)cc2)=C(C)N1C(=O)OC (stereo not drawn),-24.7%[11.7 µM]
O=C(O)c1ccc(-c2ccccc2C(F)(F)F)s1,0.2%[94.6 µM]
O=C(O)[C@H]1CN[C@H](C(=O)O)C1,16.8%[24.8 µM]
CC(=O)OC1C[C@@]2(C)C(c3ccoc3)OC(=O)C3O[C@@]32[C@]2(C)C(OC(C)=O)CC3C(C)(C)C(OC(C)=O)CC(OC(C)=O)[C@@]3(C)C12 (stereo partly drawn),-3.9%
OC1C2COC(O2)[C@H](O)C1O (stereo partly drawn),-0.9%
CCN1C(=O)[C@H]2[C@H]3[C@H](O)[C@H](O)C/C(=N/O[C@@H]4O[C@H](COC(C)=O)[C@@H](OC(C)=O)[C@H](OC(C)=O)[C@H]4OC(C)=O)[C@@H]3CC[C@@H]2C1=O,9.6%[11.7 µM]
Cc1noc(C)c1-c1cc(N2CCNCC2)ncn1,1.0%
NC(Cn1ccc(=O)c(O)c1)C(=O)O (stereo not drawn),-4.1%
C[C@@H]1C[C@](C)(C(=O)c2ccc3ccccc3c2)C=C1c1ccc2ccccc2c1,-0.4%
CC(=O)OCC(=O)[C@]1(O)C(OC(C)=O)CC2C3CCC4=CC(=O)C=C[C@@]4(C)[C@]3(F)C(O)C[C@]21C (stereo partly drawn),5.7%
COc1ccc2[nH]cc(CCNc3ncncc3-c3ccc(N(C)C)cc3)c2c1,2.0%
OC[C@@H]1OC(O)[C@H](O)[C@H](O)[C@H]1O (stereo partly drawn),-12.7%
CO[C@@H]1/C=C\CC(=O)N2CCC[C@@H]2C(=O)OC[C@H](C)C(=O)OC[C@H]1C,-4.3%[11.7 µM]
C=CC[C@@H]1C=C[C@@H](O/N=C\c2ccc(C(=O)N3[C@H](c4ccc(C)cc4)[C@@H](C)CC[C@H]3C(=O)OC)cc2)[C@@H](CO)O1,-15.2%[11.7 µM]
COC(=O)[C@@]1(Cc2ccc(F)cc2)[C@@H]2C(=CC(=O)[C@H]2CC(=O)C(=O)N2CCCC2)CN1C(=O)c1ccccc1,13.2%
N[C@@H](Cn1cc(F)c(=O)[nH]c1=O)C(=O)O,6.8%[24.8 µM]
Cc1noc(C)c1-c1nccc(N(C)C)n1,-1.8%
CC1(C)CCC[C@@]2(C)C1CC[C@@](C)(O)[C@@H]2CC[C@@](C)(O)C1CO1 (stereo partly drawn),-13.2%
CCCCCCCCCCCCC/C=C\[C@@H](O)[C@H](CO)NC(C)=O,-20.8%[24.8 µM]
CC/C=C\C/C=C\C/C=C\C/C=C\C/C=C\C/C=C\CCC(=O)NC(C)C(=O)O (stereo not drawn),1.0%
CCNc1ncc2nc(-c3ccc(F)cc3)c(=O)n(CCC#N)c2n1,1.7%
CN(C)c1ncc2nc(-c3ccc(F)cc3)c(=O)n(CCc3ccccc3)c2n1,-4.3%
COc1ccc(C2=Nn3c(nnc3-c3cccc(OC)c3OC)SC2)c(OC)c1,?
COC(=O)N1CCC[C@@]2(CCN(c3ccncc3)C2)C1,-4.1%
Cc1noc(C)c1-c1cncnc1Nc1ccccc1,5.9%
CCCCCCC1=Cc2cc(OC)c(OC)cc2C(C(C(C)=O)C(=O)OCC)O1 (stereo not drawn),-10.6%[11.7 µM]
N#Cc1cccc(NC(=O)N2CC[C@@]3(CCCN(S(=O)(=O)c4ccccc4)C3)C2)c1,8.2%
O=c1c(-c2ccc(F)cc2)nc2cncnc2n1-c1ccccc1,10.6%
C[C@@H]1C(=O)O[C@@H]2C[C@]34[C@H]5C[C@@H](C(C)(C)C)[C@@]36[C@@H](OC(=O)[C@@H]6O)O[C@@]4(C(=O)O5)[C@@]12O,10.9%[24.8 µM]
FC(F)(F)c1ccccc1-c1cncnc1NCc1cccnc1,7.7%
NCCC[C@@H](CC(=O)N[C@@H]1CCNC[C@H]1C(=O)N[C@H](CC(=O)N[C@@H](CCC(=O)O)CC(=O)O)Cc1c[nH]c2ccccc12)NC(=O)C[C@H](Cc1c[nH]c2ccccc12)NC(=O)[C@@H]1CNCC[C@H]1N,1.0%
C[C@H](NC[C@H](O)CP(=O)(O)Cc1ccccc1)c1ccc(Cl)c(Cl)c1,-11.0%[24.8 µM]
CC(C)(C)c1ccc(OC2C=CC(C#Cc3ccccc3)OC2CO)cc1 (stereo not drawn),4.3%[11.7 µM]
Cc1nc2cnc(Oc3cccc(Cl)c3)nc2n(CCc2ccccc2)c1=O,1.9%
COc1cccc(Nc2ncc3nc(C)c(=O)n(CCc4ccccc4)c3n2)c1,26.3%
c1ccc(-c2cccc(N3CCCC4(CCNCC4)C3)c2)cc1,-19.1%
COC(=O)[C@@]1(Cc2ccc(F)cc2)[C@H]2c3cc(C(=O)N4CCCC4)n(Cc4ccc(C)o4)c3C[C@H]2CN1C(=O)c1ccccc1,-16.5%
O=C1CCCC=C1[C@H](O)c1ccc([N+](=O)[O-])cc1,6.5%[11.7 µM]
CN1CCN(c2ncc3ncc(=O)n(-c4ccccc4)c3n2)CC1,0.2%
COC(=O)[C@@H](NC(=O)O[C@@H]1C(=O)c2cc(OC)ccc2O[C@H]1c1ccc(OC)c(Br)c1)C(C)C,-8.9%

# 4 of these compounds, reformatted.
COC(=O)[C@@]1(Cc2ccc(F)cc2)[C@H]2c3cc(C(=O)N4CCCC4)n(Cc4ccc(C)o4)c3C[C@H]2CN1C(=O)c1ccccc1
  Menin MLL FP TR: -16.5%
NCCC[C@@H](CC(=O)N[C@@H]1CCNC[C@H]1C(=O)N[C@H](CC(=O)N[C@@H](CCC(=O)O)CC(=O)O)Cc1c[nH]c2ccccc12)NC(=O)C[C@H](Cc1c[nH]c2ccccc12)NC(=O)[C@@H]1CNCC[C@H]1N
  Menin MLL FP TR: 1.0%
COc1cccc(Nc2ncc3nc(C)c(=O)n(CCc4ccccc4)c3n2)c1
  Menin MLL FP TR: 26.3%
CN1CCN(c2ncc3ncc(=O)n(-c4ccccc4)c3n2)CC1
  Menin MLL FP TR: 0.2%
